MEKK2mut PB1 HTS: signal of MEK5 binding to mutant human MEKK2 PB1 domain | AID 1530 | percent response, % at 10 µM | bead flow cytometry, Alexa488-MEK5 binding to MEKK2 mutant | hit rate 0.35% among 290,000; in the data active means percent response above about 24%, passing the limit was not always enough; further: inactives centre near 1; some results filed as inactive read as strong as hits
MEKK2 WT-MEK5: raises or lowers MEK5 binding to wildtype human MEKK2 PB1 domain; bead flow cytometry, Alexa488-MEK5 binding to MEKK2 WT; actives lie on both sides; AID 1531; hit rate 1.1% among 290,000; binding response (% of control), % at 10 µM; Q9Y2U5; in the data active means binding response below about 67% or above about 130%
NALP1 inh: blocks the NALP1 inflammasome reconstituted in yeast; S. cerevisiae NALP1/ASC/caspase-1 growth, X-gal OD620, 72 h; inhibition, % at 10 µM; hit rate 0.61% among 280,000; AID 2071; in the data active means inhibition mostly above about 24%, no sharp cut-off; inactive means mostly below about 32%; further: some compounds called inactive have numbers as strong as hits
HCV NS3 hel inh: blocks Hepatitis C virus NS3 helicase unwinding. NS3 helicase DNA unwinding, Cy5 molecular beacon fluorescence. inhibition, % at 10.9 µM. hit rate 0.56% among 290,000. AID 1800;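 active means inhibition above the mean of all tested compounds plus 3 SD, set per campaign, cut at about 35% in these data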;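 further: 0% = DMSO wells and 100% = thioflavine S control wells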
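Compound dosing – single dose, 10.9 µM nominal final, DMSO 0.8% final · System – NS3 helicase fragment of HCV · Buffer or medium – MOPS pH 6.5, MgCl2, DTT, Tween20, BSA · Signal – Cy5 beacon fluorescence read at start and 1 h · Also added – annealed dual-labelled DNA beacon duplex, ATP-started · Schedule – 1 h at 25 °C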
PfM18AAP inh: blocks P. falciparum M18 aspartyl aminopeptidase | hit rate 1.2% among 290,000 | inhibition, % at 7.35 µM | recombinant PfM18AAP, H-Glu-NHMec fluorogenic cleavage;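 active means inhibition above the campaign mean inhibition over all tested compounds plus 3 SD, cut at about 28% in these data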;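 further: 0% = plate median of test compound wells and 100% = 2 mM ZnCl2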
DNA FID counter: displaces DNA intercalator in HCV helicase counter-screen. DNA fluorescent intercalator displacement, fluorescence. inhibition, % at 7.9 µM. hit rate 0.17% among 290,000. AID 1845; in the data active means inhibition above about 37%;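 further: 0% = vehicle and 100% = reference compound; higher means more ethidium bromide displaced from hairpin DNA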
VIM-2 inh: blocks Pseudomonas aeruginosa VIM-2 metallo-beta-lactamase | hit rate 0.89% among 290,000 | inhibition, % at 5.6 µM | purified VIM-2, nitrocefin hydrolysis, epi-absorbance fluorescence;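 active means inhibition above the mean of all tested compounds plus 3 SD, cutoff set per screening run, cut at about 7.5% in these data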;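 further: red hydrolysis product quenches plate fluorescence so inhibitors raise well fluorescence; 0% = enzyme with DMSO and 100% = DMSO without enzyme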
UBC9 SUMO inh: SUMOylation inhibition; P63279; HTRF SUMOylation assay, SAE1/SAE2 + UBC9, in vitro; inhibition, % at 35 µM; hit rate 0.36% among 290,000; in the data active means inhibition above about 50%, passing the limit was not always enough; further: strong numbers were not always called active
Target sequence (P63279 whole entry, looked up): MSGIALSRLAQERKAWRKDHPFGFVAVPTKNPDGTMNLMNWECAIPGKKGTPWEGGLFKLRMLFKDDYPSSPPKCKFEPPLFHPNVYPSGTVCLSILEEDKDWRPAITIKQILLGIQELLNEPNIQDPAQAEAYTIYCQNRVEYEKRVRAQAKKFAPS
IMP-1 inh: blocks Pseudomonas aeruginosa IMP-1 metallo-beta-lactamase | purified IMP-1, nitrocefin hydrolysis, epi-absorbance fluorescence | inhibition, % at 5.6 µM | hit rate 0.45% among 290,000 | AID 1556;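 active means inhibition above the mean plus 3 SD of all compounds in the same screening run, cut at about 4.5% in these data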;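 further: 0% = IMP-1 with DMSO and 100% = DMSO wells lacking enzyme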
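system = purified recombinant IMP-1 beta-lactamase | amount = 0.2 nM IMP-1, as dispensed | medium = HEPES buffer pH 7.1 with ZnSO4 and Brij 35 | times = 25 °C, 15 min preincubation, 25 min reaction | detection = plate fluorescence quenching by hydrolysis product, ex 480/em 530 nm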
The depositor's hits bear a star.

Screening COC(=O)c1ccccc1-c1ccc(/C=C2\C(=O)N(c3ccccc3)N=C2c2ccccc2)o1 returned MEKK2mut PB1 HTS -9, MEKK2 WT-MEK5 84, NALP1 inh 5, HCV NS3 hel inh 5, PfM18AAP inh -3, DNA FID counter 0, VIM-2 inh -1.0, UBC9 SUMO inh -6 and IMP-1 inh -0.8.
`CCc1ccccc1NC(=O)COc1ccc2oc(-c3ccc(OC)cc3)cc(=O)c2c1` gave MEKK2mut PB1 HTS 19, MEKK2 WT-MEK5 119, NALP1 inh 18, HCV NS3 hel inh -6, PfM18AAP inh -1, DNA FID counter -1, VIM-2 inh -2.8, UBC9 SUMO inh -4 and IMP-1 inh -4.4.
For O=C(CN1CCCCCC1)Nc1ccccc1Oc1ccccc1 the results were MEKK2mut PB1 HTS 6, MEKK2 WT-MEK5 103, NALP1 inh 17, HCV NS3 hel inh -9, PfM18AAP inh 2, DNA FID counter -6, VIM-2 inh -4.5, UBC9 SUMO inh 17 and IMP-1 inh -3.9.
CC(C)c1ccc(C(CC(=O)O)NC(=O)c2cccs2)cc1 (centres undefined) was read as MEKK2mut PB1 HTS 1, MEKK2 WT-MEK5 106, NALP1 inh 20, HCV NS3 hel inh 11, PfM18AAP inh -3, DNA FID counter -12, VIM-2 inh -2.0, UBC9 SUMO inh 4 and IMP-1 inh -2.7.
Screening Cc1ccc2c(c1)C(c1ccccc1)N(C(=O)c1ccc3c(c1)OCO3)CC(=O)N2 (centres undefined) returned MEKK2mut PB1 HTS 14, MEKK2 WT-MEK5 113, HCV NS3 hel inh -21, PfM18AAP inh -6, DNA FID counter -24, VIM-2 inh -2.9, UBC9 SUMO inh -6 and IMP-1 inh -3.6.
Screening O=C(c1noc2c1CCCC2)N1CCOCC1 returned MEKK2mut PB1 HTS -2, MEKK2 WT-MEK5 98, NALP1 inh 1, HCV NS3 hel inh -4, PfM18AAP inh 2, DNA FID counter 0, VIM-2 inh -3.4, UBC9 SUMO inh 33 and IMP-1 inh -2.8.
CCOCCCNC(=O)C(c1ccccc1)N(Cc1cccs1)C(=O)CNC(C)=O (centres undefined) was read as MEKK2mut PB1 HTS -2, MEKK2 WT-MEK5 101, NALP1 inh 23, HCV NS3 hel inh 5, PfM18AAP inh -2, DNA FID counter -17, VIM-2 inh -0.8, UBC9 SUMO inh -4 and IMP-1 inh -0.2.
Screening COc1ccc(S(=O)(=O)N2CCCOC2CNC(=O)C(=O)NCCCn2ccnc2)cc1OC (centres undefined) returned NALP1 inh -11, HCV NS3 hel inh -8, PfM18AAP inh 3, DNA FID counter 1, VIM-2 inh 0.1, UBC9 SUMO inh 8 and IMP-1 inh -1.3.
For CN1c2ccsc2/C(=N/Nc2ccccc2)CS1(=O)=O the results were MEKK2mut PB1 HTS 0, MEKK2 WT-MEK5 101, NALP1 inh 5, HCV NS3 hel inh -10, PfM18AAP inh 19, DNA FID counter 8, VIM-2 inh -1.4, UBC9 SUMO inh 26 and IMP-1 inh -2.5.
`O=C(Nc1cccc(C2OCCCO2)c1)c1cccs1` gave MEKK2mut PB1 HTS 1, MEKK2 WT-MEK5 105, NALP1 inh 26, HCV NS3 hel inh 10, PfM18AAP inh -2, DNA FID counter 0, VIM-2 inh -1.7, UBC9 SUMO inh -7 and IMP-1 inh -1.1.
`CC(=O)Oc1ccc(N2C(=O)c3cccc4c([N+](=O)[O-])ccc(c34)C2=O)cc1` gave MEKK2mut PB1 HTS 1, MEKK2 WT-MEK5 104, NALP1 inh 13, HCV NS3 hel inh 0, PfM18AAP inh 2, DNA FID counter -10, VIM-2 inh 2.2, UBC9 SUMO inh 16 and IMP-1 inh -0.9.
For O=C(CC1CCS(=O)(=O)C1)Nc1ccc[nH]c1=O (centres undefined) the results were MEKK2mut PB1 HTS 0, MEKK2 WT-MEK5 103, NALP1 inh 16, HCV NS3 hel inh -3, PfM18AAP inh 0, DNA FID counter -2, VIM-2 inh -6.5, UBC9 SUMO inh 25 and IMP-1 inh -6.8.
For Cc1cc(S(=O)(=O)N2CCN=C2c2ccccc2)c(Cl)cc1Cl the results were MEKK2mut PB1 HTS -2, MEKK2 WT-MEK5 94, NALP1 inh 34, HCV NS3 hel inh 9, PfM18AAP inh -6, DNA FID counter -13, VIM-2 inh -2.3, UBC9 SUMO inh -14 and IMP-1 inh -3.7.
Screening Cc1ccccc1OCCSc1nnc(-c2ccncc2)n1C returned MEKK2mut PB1 HTS 3, MEKK2 WT-MEK5 100, NALP1 inh -3, HCV NS3 hel inh -4, PfM18AAP inh -1, DNA FID counter -16, VIM-2 inh -0.6, UBC9 SUMO inh 16 and IMP-1 inh -2.7.
Screening Oc1cccc(/C=N/Nc2ccc(Cl)nn2)c1O returned MEKK2mut PB1 HTS -1, MEKK2 WT-MEK5 101, NALP1 inh -3, HCV NS3 hel inh 15, PfM18AAP inh 61*, DNA FID counter -9, VIM-2 inh -0.2, UBC9 SUMO inh 7 and IMP-1 inh -1.0.
C=CCn1c(SC(C)C(N)=O)nc2sc(CC)cc2c1=O (centres undefined) was read as MEKK2mut PB1 HTS -2, MEKK2 WT-MEK5 87, NALP1 inh 1, HCV NS3 hel inh -16, PfM18AAP inh 0, DNA FID counter 4, VIM-2 inh 3.3, UBC9 SUMO inh 0 and IMP-1 inh -2.5.
CC(C)(C)c1ccccc1NC(=O)c1cccnc1 was read as MEKK2mut PB1 HTS 3, MEKK2 WT-MEK5 102, HCV NS3 hel inh -1, PfM18AAP inh -4, DNA FID counter 0, VIM-2 inh -2.5, UBC9 SUMO inh -11 and IMP-1 inh -2.0.
C=CCc1ccccc1OCC(O)CNC(C)C (centres undefined) was read as MEKK2mut PB1 HTS 8, MEKK2 WT-MEK5 111, NALP1 inh 26, HCV NS3 hel inh -20, PfM18AAP inh -1, DNA FID counter 1, VIM-2 inh -1.5, UBC9 SUMO inh -5 and IMP-1 inh -3.0.
`COc1ccccc1NC(=O)c1cc(C(=O)Nc2ccccc2OC)cc([N+](=O)[O-])c1` gave MEKK2mut PB1 HTS 8, MEKK2 WT-MEK5 104, NALP1 inh 18, HCV NS3 hel inh 0, PfM18AAP inh -2, DNA FID counter -3, VIM-2 inh -3.7, UBC9 SUMO inh -9 and IMP-1 inh -3.4.
For O=C(COc1ncnc2ccccc12)Nc1ccc(Cl)c([N+](=O)[O-])c1 the results were MEKK2mut PB1 HTS -1, MEKK2 WT-MEK5 99, NALP1 inh 34, HCV NS3 hel inh 1, PfM18AAP inh 0, DNA FID counter 19, VIM-2 inh 2.1, UBC9 SUMO inh -11 and IMP-1 inh -1.0.

Retrieved one by one from above (2):
Screening COC(=O)c1ccccc1-c1ccc(/C=C2\C(=O)N(c3ccccc3)N=C2c2ccccc2)o1 returned MEKK2mut PB1 HTS -9, MEKK2 WT-MEK5 84, NALP1 inh 5, HCV NS3 hel inh 5, PfM18AAP inh -3, DNA FID counter 0, VIM-2 inh -1.0, UBC9 SUMO inh -6 and IMP-1 inh -0.8.
For O=C(COc1ncnc2ccccc12)Nc1ccc(Cl)c([N+](=O)[O-])c1 the results were MEKK2mut PB1 HTS -1, MEKK2 WT-MEK5 99, NALP1 inh 34, HCV NS3 hel inh 1, PfM18AAP inh 0, DNA FID counter 19, VIM-2 inh 2.1, UBC9 SUMO inh -11 and IMP-1 inh -1.0.

Remaining list, next part
S=C(NCCN1CCOCC1)N/N=C/c1ccccc1 was read as MEKK2mut PB1 HTS 1, MEKK2 WT-MEK5 103, NALP1 inh -2, HCV NS3 hel inh 0, PfM18AAP inh -2, DNA FID counter -1, VIM-2 inh -2.8, UBC9 SUMO inh -8 and IMP-1 inh -3.8.
Screening CCOC(=O)C1(CCOc2ccccc2)CCN(Cc2ccc(OC)c(COC)c2)CC1 returned MEKK2mut PB1 HTS 1, MEKK2 WT-MEK5 114, NALP1 inh 21, HCV NS3 hel inh -50, PfM18AAP inh 5, DNA FID counter 31, VIM-2 inh 1.1, UBC9 SUMO inh -15 and IMP-1 inh 0.0.
For Cc1cc(NC(=O)Nc2cc(C)nn2-c2ccccc2)n(-c2ccccc2)n1 the results were MEKK2mut PB1 HTS 3, MEKK2 WT-MEK5 107, NALP1 inh 3, HCV NS3 hel inh -4, PfM18AAP inh 0, DNA FID counter -12, VIM-2 inh -1.1, UBC9 SUMO inh 7 and IMP-1 inh -1.9.
Screening Cc1nn(C)cc1CN(C)C(=O)c1cc(-c2ccccc2)nc2ccc(Br)cc12 returned MEKK2mut PB1 HTS 0, MEKK2 WT-MEK5 100, NALP1 inh 11, HCV NS3 hel inh 4, PfM18AAP inh 2, DNA FID counter -28, VIM-2 inh -2.3, UBC9 SUMO inh -13 and IMP-1 inh -6.0.
Screening O=C(NNC(=S)Nc1ccc(F)cc1)C1[C@H]2CCCC[C@@H]12 (some centres undefined) returned MEKK2mut PB1 HTS -6, MEKK2 WT-MEK5 99, NALP1 inh -6, HCV NS3 hel inh 8, PfM18AAP inh -1, DNA FID counter -3, VIM-2 inh -4.5, UBC9 SUMO inh -25 and IMP-1 inh -2.8.
`O=[N+]([O-])c1ccccc1CN1CCN(Cc2c[nH]c3ccccc23)CC1` gave MEKK2mut PB1 HTS 14, MEKK2 WT-MEK5 115, NALP1 inh 9, HCV NS3 hel inh -22, PfM18AAP inh -8, DNA FID counter 26, VIM-2 inh 1.4, UBC9 SUMO inh 5 and IMP-1 inh -2.4.
C=C(C)c1cccc(C(C)(C)NC(=O)N2CCCC(C)C2)c1 (centres undefined) was read as MEKK2mut PB1 HTS 22, MEKK2 WT-MEK5 96, NALP1 inh 10, HCV NS3 hel inh 2, PfM18AAP inh 4, DNA FID counter -12, VIM-2 inh -1.6, UBC9 SUMO inh 9 and IMP-1 inh -3.7.
Cc1ccc(-n2nc3c(=O)n(CC(=O)NCc4ccccc4Cl)nc(C)c3c2C)cc1 was read as MEKK2mut PB1 HTS 9, MEKK2 WT-MEK5 101, NALP1 inh -6, HCV NS3 hel inh 6, PfM18AAP inh 1, DNA FID counter -4, VIM-2 inh -2.0, UBC9 SUMO inh 7 and IMP-1 inh -0.8.
For COc1ccc(C(=O)Nc2nc(C)cc(C)n2)cc1 the results were MEKK2mut PB1 HTS -7, MEKK2 WT-MEK5 90, NALP1 inh 1, HCV NS3 hel inh -8, PfM18AAP inh 4, DNA FID counter 5, VIM-2 inh -3.3, UBC9 SUMO inh 5 and IMP-1 inh -1.7.
For Cc1cccc(OCc2nnc(SCC(=O)Nc3cccc(C(=O)N4CCOCC4)c3)n2C)c1C the results were MEKK2mut PB1 HTS -7, MEKK2 WT-MEK5 90, NALP1 inh 8, HCV NS3 hel inh -16, PfM18AAP inh -8, DNA FID counter -31, VIM-2 inh -0.8, UBC9 SUMO inh -14 and IMP-1 inh -0.5.
CC1=NN(c2ccc(Cl)cc2)C(=O)/C1=C\c1cccn1-c1ccc(S(N)(=O)=O)cc1 was read as MEKK2mut PB1 HTS -4, MEKK2 WT-MEK5 92, NALP1 inh 26, HCV NS3 hel inh -1, PfM18AAP inh 3, DNA FID counter 2, VIM-2 inh -3.2, UBC9 SUMO inh -21 and IMP-1 inh -1.5.

Rows were taken by chance. About 4.7% of those tested had a hit in this group.
